Bioassay records as filed in PubChem.
rCAG RNA binder: binds r(CAG) RNA repeats; r(CAG) RNA repeat, TO-PRO-1 dye displacement fluorescence; inhibition, % at 3 µM; 370,000 compounds, 1.3% hits;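 active means inhibition above the plate cutoff, the mean of all test compounds on that plate plus 3 SD, cut at about 35% in these data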;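 further: 0% = DMSO alone and 100% = 100 µM mitoxantrone as full dye displacement; higher means more dye released from RNA so lower well fluorescence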
MBD2 DNA inh: MBD2-methylated oligo binding inhibition | 370,000 compounds, 0.31% hits | TR-FRET, MBD2 binding to methylated oligonucleotide | AID 686964 | Q9UBB5 | inhibition, % at 4.4 µM; in the data active means inhibition above about 13%
LEDGF integ inh: blocks HIV-1 LEDGF/p75-dependent DNA integration | TR-FRET IN-LEDGF/p75 DNA integration, Eu/Cy5 | inhibition, % at 3.7 µM | 370,000 compounds, 0.64% hits;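 active means inhibition above the screen-wide mean plus 3 SD, cut at about 13% in these data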;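 further: signal is the Cy5 over europium emission ratio at 671 and 618 nm; 0% = plate median of compound wells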
PRMT1 inh: inhibitors of human PRMT1; Q99873; recombinant PRMT1, activity-based probe fluorescence polarization; inhibition, % at 2.79 µM; 370,000 compounds, 1.3% hits; AID 652257;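 active means inhibition above about 21% made by adding two undisclosed values, limit read from the data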
HTRA1 inh: blocks human HTRA1 serine peptidase | Q92743 | recombinant HTRA1, FP-rhodamine activity-based probe, fluorescence polarization | inhibition, % at 5.96 µM | 340,000 compounds, 0.5% hits | AID 504803; in the data active means inhibition above about 36%;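 further: 0% = enzyme with DMSO and 100% = wells lacking enzyme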
TDP2 absorb: TDP2 (human) inhibition, absorbance primary screen | inhibition, % at 12.8 µM | 370,000 compounds, 0.34% hits | recombinant TDP2, T5PNP hydrolysis, p-nitrophenol absorbance 415 nm;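 active means inhibition above the mean of all tested compounds plus 3 SD, set per campaign, cut at about 25% in these data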;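 further: 0% = DMSO with enzyme and 100% = buffer with substrate but no TDP2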
Target sequence (O95551 whole entry, looked up): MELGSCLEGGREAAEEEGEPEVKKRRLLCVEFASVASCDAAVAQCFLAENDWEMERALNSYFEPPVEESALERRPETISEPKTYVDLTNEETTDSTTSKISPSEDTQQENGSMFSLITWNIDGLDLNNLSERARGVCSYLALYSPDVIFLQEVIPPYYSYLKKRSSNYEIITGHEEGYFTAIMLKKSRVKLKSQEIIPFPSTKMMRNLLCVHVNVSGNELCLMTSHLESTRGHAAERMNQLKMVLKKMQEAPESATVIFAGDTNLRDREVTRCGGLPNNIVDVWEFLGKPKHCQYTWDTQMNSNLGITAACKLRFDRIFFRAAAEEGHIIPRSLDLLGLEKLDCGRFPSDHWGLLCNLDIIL
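Assay system: Recombinant human TDP2 | Quantity: 120 nM TDP2 per well | Incubation: 2 h at 37 °C | Signal: Epi absorbance | Evaluation: Percent inhibition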
NPR2 activator: GC-B (human) receptor activation; 370,000 compounds, 0.11% hits; AID 1920062; activation, % at 10 µM; HEK293-GC-B cells, CNP EC30, cGMP TR-FRET; 0% at EC30 CNP, 100% saturating CNP;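 active means activation at 10 µM reaching about 35% in either raw or pattern-adjusted values, limit read from the data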
TCR CD3 inh: blocks the human TCR-CD3 interaction; TAMRA-labeled TCR probe fluorescence, biochemical; inhibition, % at 9.4 µM; 360,000 compounds, 0.37% hits; in the data active means inhibition above about 19%;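 further: recombinant mutant TCR 2C K166C tagged with TAMRA read by polarization; 0% = receptor in buffer alone and 100% = receptor with positive control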
mABHD4 FP: inhibits mouse alpha/beta hydrolase domain 4. Q8VD66. purified mABHD4, FP-Rh probe fluorescence polarization. inhibition, % at 8.92 µM. 370,000 compounds, 0.54% hits. AID 720543;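 active means inhibition exceeding the mean over every tested compound plus 3 SD, cut at about 30% in these data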;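 further: 0% = plate median of compound wells and 100% = S159A mutant with DMSO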
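Assay system: mABHD4 protein; medium: HEPES pH 7.0, NaCl, Pluronic buffer; dosing: 8.92 µM, single dose; schedule: 45 min + 60 min at 25 °C; signal: FP readout, ex 525 nm / em 598 nm; read-out: normalized percent inhibition of probe labeling; repeats: single replicate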
SIAE inh: human SIAE inhibition, primary screen; Q9HAT2; SIAE FP-Rh probe binding, fluorescence polarization; inhibition, % at 9.66 µM; 370,000 compounds, 0.69% hits;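 active means inhibition above a cutoff: mean of compounds within the control limits plus 3 SD of those, cut at about 17% in these data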;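 further: 0% = plate median of compound wells and 100% = probe without SIAE protein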
Target sequence (Q9HAT2 whole entry, looked up): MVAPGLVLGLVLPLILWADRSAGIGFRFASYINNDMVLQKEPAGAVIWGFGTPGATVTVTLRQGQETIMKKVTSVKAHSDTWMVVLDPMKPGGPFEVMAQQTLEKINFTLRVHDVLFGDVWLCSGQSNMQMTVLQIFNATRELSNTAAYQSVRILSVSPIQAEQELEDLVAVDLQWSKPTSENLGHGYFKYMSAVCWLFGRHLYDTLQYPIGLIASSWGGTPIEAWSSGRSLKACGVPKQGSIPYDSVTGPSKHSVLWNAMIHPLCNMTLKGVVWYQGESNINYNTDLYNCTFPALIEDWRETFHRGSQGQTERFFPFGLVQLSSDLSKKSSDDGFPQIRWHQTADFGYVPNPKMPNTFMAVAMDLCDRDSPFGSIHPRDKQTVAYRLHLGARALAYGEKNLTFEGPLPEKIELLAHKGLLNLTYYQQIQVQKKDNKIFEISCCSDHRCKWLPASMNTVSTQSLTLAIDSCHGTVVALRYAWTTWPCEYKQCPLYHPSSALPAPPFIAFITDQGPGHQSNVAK
* hit, by the source's call; / = no result given.

SMILES | rCAG RNA binder | MBD2 DNA inh | LEDGF integ inh | PRMT1 inh | HTRA1 inh | TDP2 absorb | NPR2 activator | TCR CD3 inh | mABHD4 FP | SIAE inh
CC(=O)Nc1ccc2c(c1)CCCN2C(=O)c1ccccc1 | -5 | 6 | 2 | 3 | 3 | 0 | 3 | -6 | -3 | 0
COC(=O)[C@H](C)NC(=O)Nc1ccc(S(N)(=O)=O)cc1 | 0 | 1 | -1 | -2 | 2 | 9 | 1 | 9 | 1 | 0
O=C(CCc1ccccc1)NNC(=O)c1ccccn1 | 0 | 3 | 0 | 8 | 13 | -3 | 5 | -5 | 12 | 3
CC(=O)NC(CC(=O)NCCCn1ccc2ccccc21)c1ccccc1 (centres undefined) | 0 | 2 | -4 | -1 | 0 | -3 | -2 | 2 | -2 | -6
Cc1ccc(N2CC(C(=O)Nc3ccccc3C(=O)NC3CCCCC3)CC2=O)cc1 (centres undefined) | -4 | 1 | -2 | 0 | -4 | 11 | -2 | -5 | 2 | 3
CC1CCN(CCCn2c(=S)[nH]c3ccc(N4CCOCC4)cc3c2=O)CC1 | -1 | 1 | -1 | 4 | 6 | -6 | -6 | -3 | -4 | 2
O=C(/C=C/c1ccc(OC(F)F)cc1)OCC(=O)N1CCc2ccccc21 | -3 | 9 | -5 | 3 | 2 | -8 | 5 | 2 | -12 | -6
O=[N+]([O-])c1ccc(C2=CSC3=NCCN23)cc1 | -2 | -5 | 1 | 10 | 7 | 8 | 9 | 1 | 8 | 2
Cc1cccn2c(=O)c3cc(C(=O)NCC4CCCO4)c(=N)n(C4CCCC4)c3nc12 (centres undefined) | 3 | -12 | 3 | -1 | -1 | -20 | -7 | -11 | -5 | -2
Cc1ccc2nc(/C(C#N)=C\c3ccc(Oc4ccc([N+](=O)[O-])cn4)cc3)[nH]c2c1 | 18 | 3 | 0 | -1 | -22 | -10 | 3 | 3 | 8 | -4
Cc1[nH][nH]c(=O)c1N=Nc1ccccc1Cl | 2 | -15 | 0 | 2 | 4 | -1 | -1 | -2 | -4 | -1
CSCc1nc2sc(C(=O)Nc3nc(C)cs3)c(C)c2c(=O)[nH]1 | 14 | 1 | -2 | 4 | -14 | 12 | 1 | 3 | -3 | -10
C=CCOc1c(Cl)cc(CNc2ccc(N(C)C)cc2)cc1OC | 12 | -10 | 12 | 19 | 48* | 15 | -15 | 8 | 40* | 11
Cc1cc(C(=O)NCCc2ccc(Cl)cc2)c(C)o1 | -5 | 0 | -1 | 3 | -9 | -3 | -4 | -2 | -2 | 0
CC(=O)c1c(N2CCN(c3ccccc3)CC2)nc(=S)n(-c2ccccc2)c1C | -2 | 0 | 2 | 8 | -7 | 5 | -2 | 2 | 0 | -2
COc1ccc(C2=NN(CC(=O)NCc3ccco3)C(=O)CC2)cc1 | 5 | 1 | 2 | 5 | 2 | 4 | 3 | -2 | 7 | -2
Cc1ccc(NC(=O)CN2C(=O)NC(C)(C)C2=O)cc1S(=O)(=O)N1CCCCCC1 | -1 | -2 | 2 | -4 | -3 | 7 | 1 | -2 | 5 | 8
COc1ccc(CCNC(=O)Cn2c(=O)oc3ccccc32)cc1OC | 1 | 2 | 2 | 1 | 7 | 1 | -9 | -5 | 10 | 3
COc1cccc(OCc2cc(C3Nc4ccccc4C(=O)N3Cc3ccco3)ccc2OC)c1 (centres undefined) | 14 | 2 | 2 | 3 | -42 | -11 | -7 | 2 | -11 | -7
COc1ccc(OCCn2c(=N)n(CCO)c3ccccc32)cc1 | -2 | 1 | -2 | 0 | -1 | -7 | -7 | 7 | -3 | -1
N=c1oc2ccc(Cl)cc2cc1C(=O)Nc1ccc(F)cc1 | 6 | -1 | -2 | -2 | 1 | 7 | 1 | 0 | 5 | 4
Cc1c(C)c2cc(Cl)c(OCC(=O)N3CCN(c4ccc(F)cc4)CC3)cc2oc1=O | 1 | -2 | 2 | -1 | 0 | 2 | -10 | 0 | -3 | -2
CC(C)(C)OC(=O)N(CCc1ccccc1)Cc1ccc(OCc2cccc(NC(=O)C3CCC3)c2)cc1 | 1 | 12 | 5 | 4 | -32 | 5 | 0 | 6 | -5 | -27
CC(C)C[C@H]1CNC(=O)C(=O)N1C[C@H](C)NC(=O)Cc1ccccc1 | 1 | 0 | -4 | -1 | -8 | -5 | 0 | 9 | -3 | 1
COc1ccc(OC)c(CNn2c(-c3ccccc3F)nc3ccccc3c2=O)c1 | -5 | 4 | 3 | 1 | -8 | -8 | 5 | 5 | -1 | -5
Cn1c(N)c(C(=O)COC(=O)CC(NC(=O)c2ccccc2Cl)c2ccccc2)c(=O)n(C)c1=O (centres undefined) | 5 | 7 | 0 | 4 | 2 | 4 | -2 | 1 | -7 | -8
COc1ccc(C(CNC(=O)Cc2c(F)cccc2Cl)N2CCCCC2)cc1 (centres undefined) | -8 | 2 | -2 | 1 | -18 | -3 | 0 | 1 | 5 | 4
Cc1cc(C)cc(NC(=O)C(OC(=O)C2=COCCO2)c2ccccc2)c1 (centres undefined) | -2 | -9 | -4 | 0 | 1 | 0 | -4 | 11 | -2 | -1
NC(=O)N/N=C/c1ccc(N2CCOCC2)s1 | 3 | -1 | -2 | 2 | 5 | -6 | -7 | -2 | 2 | -4
CCOC(=O)C1=C(CNCc2ccc(F)cc2)NC(=O)NC1c1cccc([N+](=O)[O-])c1 (centres undefined) | -3 | -5 | 0 | 0 | -6 | 6 | -5 | 1 | 0 | 1
O=C(N=C1SC2CS(=O)(=O)CC2N1c1cc(Cl)ccc1Cl)C1CCCO1 (centres undefined) | 0 | -2 | -2 | -3 | -2 | 17 | -1 | 8 | 6 | -1
CCN(CC)C(=O)C1=C(C)NC(=S)NC1c1cccs1 (centres undefined) | -2 | -4 | 4 | 2 | 7 | -5 | 3 | -2 | -2 | 3
CCn1cnc2cc(NS(=O)(=O)c3ccc(C)cc3)ccc21 | -1 | -3 | 0 | 0 | 0 | 7 | 2 | 4 | -3 | 3
c1ccc(-c2ccccc2OCCCCN2CCCCC2)cc1 | -2 | 2 | -5 | -1 | -1 | 5 | -4 | 0 | 16 | -6
COc1ccc(C2OC34CCCCC3C(C#N)(C#N)C2(C#N)C(=N)O4)cc1 (centres undefined) | -10 | -1 | 1 | 14 | 36* | 14 | 0 | 27* | 34* | 13
CC1=NN(c2ccccc2)C(=O)/C1=C\C=C1/N(C)c2ccccc2C1(C)C | -14 | -9 | -2 | -2 | 11 | 14 | -3 | -3 | 4 | -2
CC(=O)c1sc2nc(=O)c(C)nn2c1C | 2 | -6 | 8 | -2 | 4 | -10 | 3 | 4 | -9 | 10
O=C(CN(CCc1ccccc1)C(=O)c1csnn1)NC1CCCC1 | -2 | 2 | -7 | 0 | 11 | -13 | -5 | -1 | 5 | -2
Cc1nn(-c2cccc(Cl)c2)c2c1C(c1cccnc1)C(C#N)=C(N)O2 (centres undefined) | 20 | -3 | 2 | 2 | 23 | 60* | 0 | -1 | 31* | 10
C#CCOCCOCCOCCNc1nc(N2CCN(C(=O)Cn3cc(CCO)nn3)CC2)nc(N2CCN(C(=O)[C@H](CCCCN)n3cc(CC(C)O)nn3)CC2)n1 (some centres undefined) | -8 | 0 | 0 | -3 | -1 | -3 | 4 | 1 | 6 | 5
O=c1[nH][nH]c(-c2ccccc2)c1C=Nc1ccc(OC(F)(F)F)cc1 | -3 | 1 | -4 | 2 | -4 | -10 | 1 | 1 | 2 | -3
Cc1cccc(CN2[C@H](COCc3ccccc3)C=CS2(=O)=O)c1 | -2 | 0 | -4 | 2 | / | 14 | -2 | -6 | 0 | 10
Cc1nonc1NC(=O)Nc1cccnc1 | -1 | -1 | 0 | 1 | 4 | -5 | / | 8 | 0 | 3
NC(=S)NNC(=O)Nc1cccc(Cl)c1 | -2 | -1 | 7 | -1 | 2 | 2 | 2 | 7 | -11 | -1
CCOc1ccc(N2C(=O)c3cccnc3C2Nc2ccc(OC)cc2)cc1 (centres undefined) | 1 | 2 | 0 | -2 | -4 | -7 | 6 | -2 | 3 | 2
CCN(CC)c1ccc2nc3c4ccccc4c(=O)cc-3oc2c1 | 2 | 4 | -4 | 5 | / | 2 | -26 | -27 | -136 | -131
Cc1cc(Cl)ccc1OCC(=O)Nc1nc(-c2cccs2)cs1 | 8 | 2 | 3 | 1 | -52 | 4 | -4 | 3 | -51 | -56
O=c1[nH]c(=S)[nH]c2c1[C@H](CCc1cccc(Cl)c1)O[C@H](C1CC1)C2 | 11 | 6 | 2 | -6 | / | 1 | -4 | -4 | -4 | 1

An excerpt of these results, as labelled records:
NC(=S)NNC(=O)Nc1cccc(Cl)c1
  rCAG RNA binder: -2	MBD2 DNA inh: -1	LEDGF integ inh: 7	PRMT1 inh: -1	HTRA1 inh: 2	TDP2 absorb: 2	NPR2 activator: 2	TCR CD3 inh: 7	mABHD4 FP: -11	SIAE inh: -1

O=c1[nH][nH]c(-c2ccccc2)c1C=Nc1ccc(OC(F)(F)F)cc1
  rCAG RNA binder: -3	MBD2 DNA inh: 1	LEDGF integ inh: -4	PRMT1 inh: 2	HTRA1 inh: -4	TDP2 absorb: -10	NPR2 activator: 1	TCR CD3 inh: 1	mABHD4 FP: 2	SIAE inh: -3

Cc1cccc(CN2[C@H](COCc3ccccc3)C=CS2(=O)=O)c1
  rCAG RNA binder: -2	MBD2 DNA inh: 0	LEDGF integ inh: -4	PRMT1 inh: 2	HTRA1 inh: /	TDP2 absorb: 14	NPR2 activator: -2	TCR CD3 inh: -6	mABHD4 FP: 0	SIAE inh: 10

O=C(CN(CCc1ccccc1)C(=O)c1csnn1)NC1CCCC1
  rCAG RNA binder: -2	MBD2 DNA inh: 2	LEDGF integ inh: -7	PRMT1 inh: 0	HTRA1 inh: 11	TDP2 absorb: -13	NPR2 activator: -5	TCR CD3 inh: -1	mABHD4 FP: 5	SIAE inh: -2

(cont.)
SMILES | rCAG RNA binder | MBD2 DNA inh | LEDGF integ inh | PRMT1 inh | HTRA1 inh | TDP2 absorb | NPR2 activator | TCR CD3 inh | mABHD4 FP | SIAE inh
CC(Sc1nnc(-c2ccco2)n1C)C(=O)NC1CCCC1 (centres undefined) | -2 | -1 | 2 | -9 | 0 | -4 | 1 | 3 | 6 | 0
Cc1ccc2cccc(OC(=O)c3c(F)cccc3Cl)c2n1 | 2 | -1 | 4 | -5 | / | -19 | -7 | 1 | -2 | 1
ClC(Cl)(Cl)c1nc(N/N=C/c2ccncc2)c2ccccc2n1 | 1 | 6 | 5 | 2 | -18 | -2 | -2 | 9 | -6 | -48
COC(=O)Cc1c(C(=O)OC)nnn1-c1ccc(OC)cc1 | -1 | 1 | 1 | 2 | 8 | -9 | 8 | -4 | 1 | 2
CN(C)c1cccc(NC(=O)c2ccco2)c1 | -2 | -4 | -8 | -1 | 0 | 5 | -2 | 1 | -1 | 3
CCOC(=O)c1sc(NC(=O)CSc2nccn2C)nc1C | -4 | -1 | 0 | -1 | -1 | -1 | 2 | 12 | 0 | 7
O=C(N=C1SC2CS(=O)(=O)CC2N1Cc1ccccc1Cl)C1CC1 (centres undefined) | -3 | 2 | 0 | 8 | 1 | -18 | -2 | -2 | -14 | 0
CN1CC[C@@H]2C(=O)N3CCc4ccc(-c5ccc6c(c5)OCO6)cc4[C@@H]3C[C@@H]21 | 5 | -1 | 0 | 3 | -3 | -2 | 6 | 0 | -5 | -3
C=CCC1CCCC(=O)N2CC[C@H](O)C12 (some centres undefined) | 0 | 3 | -1 | 1 | -11 | 10 | 5 | 1 | 0 | 2
OCCN1CN=C(Nc2nc3ccccc3o2)NC1 | 0 | -2 | 2 | -4 | 2 | 9 | 7 | -4 | 0 | 14

These rows are one share of the data, so the mix of outcomes need not match the whole.
